USP7 block – human USP7 deubiquitinase inhibition | AID 1645854 | purified USP7, Ub-rhodamine cleavage fluorescence | hit rate 0.3% among 47,000 | Q93009 | inhibition, % at 20 µM
UCHL1 block – human UCHL1 deubiquitinase inhibition | P09936 | purified UCHL1, Ub-rhodamine cleavage fluorescence | inhibition, % at 20 µM | hit rate 0.2% among 47,000
USP8 inh – human USP8 deubiquitinase inhibition | purified USP8, Ub-rhodamine cleavage fluorescence, 30 min | inhibition, % at 20 µM | hit rate 4.2% among 47,000 | AID 1645853
USP30 inh – human USP30 deubiquitinase inhibition; Q70CQ3; purified USP30, Ub-rhodamine cleavage fluorescence; inhibition, % at 25 µM; hit rate 5.3% among 47,000; AID 1645860
USP17 inh – inhibitors of human USP17 deubiquitinase | inhibition, % at 50 µM | purified USP17, Ub-rhodamine cleavage fluorescence, 3 h | A8MUK1 | hit rate 6.5% among 47,000
USP10 block – blocks human USP10 ubiquitin-rhodamine cleavage. AID 1645856. inhibition, % at 20 µM. purified USP10, Ub-rhodamine fluorescence, 60 min. hit rate 1.1% among 47,000
USP28 inh – human USP28 deubiquitinase inhibition | purified USP28, Ub-rhodamine cleavage fluorescence, 30 min | inhibition, % at 25 µM | Q96RU2 | hit rate 3% among 47,000 | AID 1645857
Target sequence (Q96RU2 whole entry, looked up): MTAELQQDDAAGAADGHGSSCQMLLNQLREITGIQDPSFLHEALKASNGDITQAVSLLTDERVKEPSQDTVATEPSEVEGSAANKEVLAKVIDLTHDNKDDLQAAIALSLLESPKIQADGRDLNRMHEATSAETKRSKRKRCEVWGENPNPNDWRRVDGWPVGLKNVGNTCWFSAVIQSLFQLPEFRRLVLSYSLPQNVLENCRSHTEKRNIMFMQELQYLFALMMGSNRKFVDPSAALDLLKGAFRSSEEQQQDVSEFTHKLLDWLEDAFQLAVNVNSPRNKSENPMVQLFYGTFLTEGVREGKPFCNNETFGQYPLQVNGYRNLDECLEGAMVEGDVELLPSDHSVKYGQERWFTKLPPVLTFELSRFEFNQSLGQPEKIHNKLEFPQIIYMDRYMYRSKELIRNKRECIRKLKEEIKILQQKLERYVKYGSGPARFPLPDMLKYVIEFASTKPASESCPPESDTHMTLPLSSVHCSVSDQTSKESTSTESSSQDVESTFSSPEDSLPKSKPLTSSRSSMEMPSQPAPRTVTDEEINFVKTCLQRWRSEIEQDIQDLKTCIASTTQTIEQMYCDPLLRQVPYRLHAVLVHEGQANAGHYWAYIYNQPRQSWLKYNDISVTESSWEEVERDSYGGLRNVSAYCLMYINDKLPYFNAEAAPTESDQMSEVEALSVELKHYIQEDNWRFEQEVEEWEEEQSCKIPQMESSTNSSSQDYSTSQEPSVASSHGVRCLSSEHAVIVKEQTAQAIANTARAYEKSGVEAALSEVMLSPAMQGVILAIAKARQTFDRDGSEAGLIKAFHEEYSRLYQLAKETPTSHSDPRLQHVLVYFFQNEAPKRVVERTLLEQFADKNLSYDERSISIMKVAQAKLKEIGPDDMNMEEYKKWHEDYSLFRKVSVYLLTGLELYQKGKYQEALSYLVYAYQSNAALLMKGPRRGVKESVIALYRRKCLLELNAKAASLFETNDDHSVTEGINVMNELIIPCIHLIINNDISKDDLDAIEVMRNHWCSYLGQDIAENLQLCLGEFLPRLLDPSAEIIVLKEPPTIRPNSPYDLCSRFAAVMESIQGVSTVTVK
OTUD3 inh – human OTUD3 deubiquitinase inhibition; purified OTUD3, Ub-rhodamine fluorescence, 2 h; hit rate 0.7% among 47,000; inhibition, % at 25 µM; Q5T2D3
* = called active by the depositor; nt = no result given. Cut-off read from the data, not from the text of the source: active = inhibition above about 30%; inactive = the rest.

SMILES	USP7 block	UCHL1 block	USP8 inh	USP30 inh	USP17 inh	USP10 block	USP28 inh	OTUD3 inh
Cc1ccc(CN2CCCn3nc(C(=O)NCc4ccc(F)cc4)cc3C2=O)cc1	1	1	-3	56*	38*	2	13	8
O=C(Cc1ccc(F)cc1)N1CCC(c2[nH]nc3nccnc23)CC1	-5	0	-2	-9	-4	-2	-7	-6
O=C(Nc1ccccc1C(F)(F)F)N1CCc2nc[nH]c2C1	6	2	17	13	13	5	7	6
CCC(NC(=O)Nc1c(F)cccc1F)(C(F)(F)F)C(F)(F)F	5	0	12	12	11	3	1	0
Cc1ccc2c(C)nc(Nc3ncc4c(n3)CCCC4=O)nc2c1	8	4	18	19	28	-2	9	1
O=C(Oc1ccccc1-c1ccccc1OC(=O)c1ccccc1F)c1ccccc1F	11	7	9	16	14	8	12	12
O=C(CCc1ccccc1)Nc1nnc(C(F)(F)F)s1	3	-2	1	-4	16	6	-4	-3
Cc1cc(NS(=O)(=O)c2cc3n(c2)CCCNC3=O)ccc1F	0	-5	-30	-26	-18	-1	-5	-6
O=C(Nc1cccc(-c2cccc(F)c2)c1)C1CCN(Cc2cccc3c2OCO3)CC1	15	7	17	37*	9	3	23	15
CCCC1(c2ccccc2)NC(=O)N(Cc2ccc(Cl)cc2)C1=O (stereo unspecified)	-171	5	-1	13	9	12	0	-5

USP17 inh: what is marked active above.
SMILES	USP7 block	UCHL1 block	USP8 inh	USP30 inh	USP17 inh	USP10 block	USP28 inh	OTUD3 inh
Cc1ccc(CN2CCCn3nc(C(=O)NCc4ccc(F)cc4)cc3C2=O)cc1	1	1	-3	56*	38*	2	13	8

Continued.
SMILES	USP7 block	UCHL1 block	USP8 inh	USP30 inh	USP17 inh	USP10 block	USP28 inh	OTUD3 inh
Cc1ccc(-c2[nH]ncc2CN2CCN(c3ccccc3)CC2)cc1	-3	0	-15	-5	-21	0	11	-13
Cc1ccn2c(=O)cc(COc3cccc(NC(=O)Nc4ccccc4)c3)nc2c1	-13	-18	-39	-67	-18	-11	-9	-15
CC(C)Cc1nc2oc3c(N4CCN(CCO)CC4)ncnc3c2c2c1CCC2	-3	-1	-4	-3	3	-2	-6	-3
O=C1NCC2(CCC(=O)N(CC(=O)N3CCCCC3)CC2)Oc2ccccc21 (stereo unspecified)	3	0	-3	5	-3	6	-8	2
Cc1ccccc1NC(=O)N1CCC2(CC1)NC(=O)[C@H]1CN(CC(C)C)C[C@H]12	-4	-7	-42	-37	-15	-16	-13	1
Cc1cccc(CN2CCCC(c3cnc(Nc4cnccn4)cn3)C2)n1 (stereo unspecified)	-4	-4	-13	-54	-13	-6	-19	-12
CCOc1ccc(CNS(=O)(=O)c2cccc(-c3noc(C)n3)c2)cc1OC	5	2	-8	0	1	1	5	0
COc1cccc(NC(=O)Nc2ccc3nc4n(c(=O)c3c2)CCCC4)c1	13	9	50*	27	34*	16	55*	13
Cc1c(O)ccc2c(CN(C)Cc3ccccc3)cc(=O)oc12	-10	-6	17	-6	2	-7	0	-4
Cn1cccc1C(=O)N1CCO[C@H]2C(Cn3cccn3)CC[C@@H]21 (stereo partly specified)	2	0	-371	-17	-36	-1	-13	-2
CC(C)(C)OC(=O)NC(Cc1cn(C=O)c2ccccc12)C(=O)O (stereo unspecified)	0	2	-2	14	5	-4	3	4
Cc1noc(-c2c(C)[nH]c(C)c2S(=O)(=O)NC(C)c2ccccc2)n1 (stereo unspecified)	5	-1	1	-5	-5	1	-4	-8
O=C(c1ccccc1Br)N1CCN(Cc2nncn2C2CCCCC2)CC1	0	1	6	0	4	-4	7	8
CCC(=NCc1ccccc1)c1cccc(OC)c1O	-1	0	3	2	-4	2	6	16
Cn1c(N)c(C(=O)CSc2nnc(Cn3cnc4ccccc43)n2-c2ccccc2Cl)c(=O)n(C)c1=O	0	2	-3	39*	9	-3	6	14
Cc1ccc(Nc2nc(N3CCCCC3)nc(N(c3ccccc3)c3ccccc3)n2)cc1	6	-1	-1	-12	nt	8	-17	-14
CC(Oc1ccc([N+](=O)[O-])cc1)C1(C)OCCO1 (stereo unspecified)	-5	2	-84	21	-6	3	2	12
CCn1ccc(C(=O)N2CCCn3nc(-c4ccc(Cl)cc4)cc3C2)n1	-4	5	-36	-7	-16	-3	2	-3
COc1ccc(C2CC(=O)c3cnc(NC(=O)c4cc(OC)c(OC)c(OC)c4)nc3C2)c(OC)c1 (stereo unspecified)	-4	8	13	24	nt	-1	4	3
N#Cc1ccc(NC(=O)Cc2csc3nc(-c4ccccc4)cn23)cc1	-23	7	16	0	7	-4	2	-11

Reprinted from the entries so far (two entries):
SMILES	USP7 block	UCHL1 block	USP8 inh	USP30 inh	USP17 inh	USP10 block	USP28 inh	OTUD3 inh
COc1ccc(C2CC(=O)c3cnc(NC(=O)c4cc(OC)c(OC)c(OC)c4)nc3C2)c(OC)c1 (stereo unspecified)	-4	8	13	24	nt	-1	4	3
N#Cc1ccc(NC(=O)Cc2csc3nc(-c4ccccc4)cn23)cc1	-23	7	16	0	7	-4	2	-11

The results go on:
SMILES	USP7 block	UCHL1 block	USP8 inh	USP30 inh	USP17 inh	USP10 block	USP28 inh	OTUD3 inh
Cc1oc(-c2[nH]ncc2C(=O)N2CCCC2)cc1S(=O)(=O)NCc1ccc(F)cc1	-59	7	4	-60	-3	2	-7	4
O=C(c1ccncc1)N1CCN(c2ccc(F)cc2)CC1	1	0	-2	12	8	0	0	5
NS(=O)(=O)c1cccc(CNC(=O)C2(c3ccccc3)CCC2)c1	0	3	-1	nt	9	3	nt	1
Cc1nc(-c2ccnn2C(C)C)cc(C2CCCN(S(=O)(=O)N(C)C)C2)n1 (stereo unspecified)	1	0	-13	4	-2	1	-1	1
O=C(Cc1ccccc1)N1CCc2[nH]nc(-c3ccc(F)cc3)c2C1	-10	0	-11	-4	-14	3	-4	-9
COc1ccc(N/C=C/c2onc(C)c2[N+](=O)[O-])c(OC)c1	-18	-17	-39	-127	-35	-4	-22	-28
O=c1[nH]c(=O)n(CCc2ccccc2)c2c1CN(Cc1cccnc1)CN2	1	0	8	4	3	0	5	9
CCOC(=O)c1noc2ncn(Cc3ccc(F)cc3)c(=O)c12	-11	-2	-1	-11	-9	1	-5	-2
Cn1c(CCC(=O)Nc2ccc3c(c2)CCC3)nc2cc(S(=O)(=O)N3CCOCC3)ccc21	-1	4	-6	33*	48*	-5	6	-7
CN(CC(=O)N1CCC(Cc2ccccc2)CC1)Cc1ccccc1	2	2	-10	10	6	-2	7	9
O=C(c1ccc(OCC2CCN(C(=O)c3ccccc3)CC2)cc1)N1CCOCC1	-3	0	-2	5	-2	0	-4	-4
CCc1noc(-c2ccc(OCC(=O)Nc3cc(C)cc(C)c3)cc2)n1	3	4	0	44*	25	4	10	0
O=C(CCn1cnc2c(-c3ccccc3)noc2c1=O)NCc1ccc(F)cc1	-31	2	-6	26	0	2	7	5
Cc1ccc2ccccc2c1C(O)c1ncc(-c2ccc(F)cc2)[nH]1 (stereo unspecified)	-88	0	2	-141	-38	-4	-44	-32
CCc1ccc(S(=O)(=O)c2cnc3ccccc3c2Nc2cccc(OC)c2)cc1	13	10	10	26	16	8	13	9
CCOc1ccc2oc(C)c(C(=O)NCc3cccnc3)c2c1	-1	-1	1	-29	-7	-1	-22	1
COC(=O)c1scc(C)c1NC(=S)OC	4	2	15	13	9	4	6	9
CC(C)=CCOc1ccc(C[C@H]2NC(=O)[C@@H](C)NC(=O)[C@@H](Cc3ccc(O)cc3)NC(=O)CNC(=O)[C@H](C)NC(=O)[C@H](Cc3ccccc3)OC2=O)cc1	13	9	18	5	13	7	-3	0
Cc1ccc(-n2nnc(C(=O)N3CCCC(CC(N)=O)C3)c2C)cc1 (stereo unspecified)	-1	-3	-9	2	-5	0	-2	0
CSCC[C@H](NC(=O)C1(c2ccc(F)cc2)CCCC1)c1nnc2ccccn12	-15	-7	-9	-5	-4	0	-6	-1
Cc1cc(N(C)C)nc(C2COCCN2C(=O)Cc2c(C)n[nH]c2C)n1 (stereo unspecified)	0	11	-9	1	1	2	-2	-2
COc1ccc(C(=O)COc2nc(-c3cccs3)cc(C(F)(F)F)c2C#N)cc1	-7	-7	5	24	12	-16	5	11
CCNC(=O)N1C[C@H](Oc2ccccn2)[C@H]2C[C@@H]1CC[C@H]2N1CCOCC1	-3	-5	12	2	4	-3	-4	0
Cc1ccc(-c2cn(CC(=O)N3CCN(c4ccccn4)CC3)c(=O)o2)cc1	13	7	30	36*	77*	16	20	11
COc1ccc(O)c(C(=O)c2cnc3c(c2)c(C)nn3-c2cccc(Cl)c2)c1	1	0	20	-73	-3	-3	-14	-6
Cc1ccc(S(=O)(=O)c2cnc3ccc(F)cc3c2N2CCCCCC2)cc1	4	5	33*	14	13	4	6	19
CC(C)CCNC(=O)c1cccc(-c2cnc(NC3CCCCC3)nc2)c1	6	5	20	32*	15	2	17	20
COc1ccc(F)cc1S(=O)(=O)N1C[C@@H]2C[C@H](NC(=O)c3ccccc3)[C@H]1C2	1	0	1	2	1	1	1	0
Cc1cccc(C)c1NC(=O)c1nnn(-c2ccc(Cl)cc2)c1C	0	0	2	0	-1	1	0	-2
CCOc1ccccc1NC(=O)CN(c1ccc(C)cc1)S(=O)(=O)c1ccc(SC)cc1	9	3	0	9	8	10	2	1

Whole records, quoted from the list. Values in the order: USP7 block | UCHL1 block | USP8 inh | USP30 inh | USP17 inh | USP10 block | USP28 inh | OTUD3 inh
`O=C(c1ccc(OCC2CCN(C(=O)c3ccccc3)CC2)cc1)N1CCOCC1` across the screens: -3 | 0 | -2 | 5 | -2 | 0 | -4 | -4
`Cc1ccc2c(C)nc(Nc3ncc4c(n3)CCCC4=O)nc2c1` across the screens: 8 | 4 | 18 | 19 | 28 | -2 | 9 | 1
`CCOc1ccccc1NC(=O)CN(c1ccc(C)cc1)S(=O)(=O)c1ccc(SC)cc1` across the screens: 9 | 3 | 0 | 9 | 8 | 10 | 2 | 1

Remaining list, next part
SMILES	USP7 block	UCHL1 block	USP8 inh	USP30 inh	USP17 inh	USP10 block	USP28 inh	OTUD3 inh
COc1ccc2c3c(ccc2c1)C1CCC(=O)N1CC3 (stereo unspecified)	-31	-10	28	-47	12	-6	-4	-13
C[C@H](NC(=O)Cc1ccccc1F)c1nc2cc(-c3ccccc3F)ncn2n1	6	2	39*	64*	42*	40*	37*	36*
CC1=C(C(=O)OC(C)C)C(c2cccc(F)c2)n2ncnc2N1 (stereo unspecified)	0	1	-2	11	6	0	2	0
Cc1ccsc1CN1C[C@@H](O)[C@H](NC(=O)c2cnc[nH]2)C1	2	1	8	-5	2	-2	5	5
CCC(C)c1ccc(N(C(=O)c2ccco2)C(C(=O)NC2CCCC2)c2ccc(N3CCOCC3)cc2)cc1 (stereo unspecified)	3	8	11	48*	12	11	10	-2
CC1CSc2ccc(S(=O)(=O)Nc3cccc(F)c3)cc2NC1=O (stereo unspecified)	-5	-2	4	nt	0	3	nt	-2
O=C(Nc1ccc2c(c1)OCCO2)N1CCCC(CN2CCc3ccccc3C2)C1 (stereo unspecified)	-4	-3	0	-10	-9	-2	-2	-5
O=C(CN1CN(c2ccc(F)cc2)c2ncccc2S1(=O)=O)Nc1ccccc1	4	1	0	2	2	-1	4	1
CN1CCN(C(=O)C2CCc3nc(N4CCN(C(=O)C5CCC5)CC4)sc3C2)CC1 (stereo unspecified)	-1	-1	-10	-9	-8	0	-3	-9
CCN1C[C@H]2C3(CCN(C(=O)Cc4ccccc4)CC3)CC[C@@]2(C(=O)N(C)C)C1	1	1	-107	25	-10	0	10	12
CN(C)c1ncnc2c1ncn2[C@@H]1CC[C@@H](NC(=O)c2ccc(F)cc2)[C@@H](O)[C@@H]1O	2	-2	-32	0	-10	0	-3	4

Grouped by structure, the entries above with a CF3 group.
SMILES	USP7 block	UCHL1 block	USP8 inh	USP30 inh	USP17 inh	USP10 block	USP28 inh	OTUD3 inh
O=C(Nc1ccccc1C(F)(F)F)N1CCc2nc[nH]c2C1	6	2	17	13	13	5	7	6
CCC(NC(=O)Nc1c(F)cccc1F)(C(F)(F)F)C(F)(F)F	5	0	12	12	11	3	1	0
O=C(CCc1ccccc1)Nc1nnc(C(F)(F)F)s1	3	-2	1	-4	16	6	-4	-3
COc1ccc(C(=O)COc2nc(-c3cccs3)cc(C(F)(F)F)c2C#N)cc1	-7	-7	5	24	12	-16	5	11

Bioassay records deposited in PubChem BioAssay by Dana-Farber Cancer Institute and Novartis Institutes for BioMedical Research (Cambridge, Mass).
